HIV fusion peptide – inhibitors of HIV fusion peptide binding, primary screen, biochemical, uHTS, fluorescence dequenching (AID 1986) | cell-free peptide binding, fluorescence dequenching, 30 min; higher % means a stronger effect | inhibition, % at 20 µM; hits with a dose series show IC50 in µM | 290,000 tested, 0.3% active; in the data active = inhibition mostly above about 52%, no sharp cut-off; inactive = mostly below about 76%; note: some results filed as inactive read as strong as hits
Siah-1 displacement – blockers of Siah-1 interaction with plectin peptide – biochemical, fluorescence polarization, rhodamine-plectin, uHTS, primary screen (AID 1817); Siah-1 / rhodamine-plectin peptide fluorescence polarization; higher % means a stronger effect; displacement, % at 20 µM, or IC50 in µM where a hit was titrated; 290,000 tested, 0.02% active;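 active = displacement of at least 50% at 20 µM, with a fluorescence ratio check between 0.3 and a set limit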;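 note: plate controls were Siah plus tracer with DMSO for no effect and tracer alone without Siah for full effect; strong numbers were not always called active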
AID2073 – inhibitors of Mint1-CaV2.2 protein interaction, biochemical, HTRF (AID 2073); HTRF protein-protein interaction, Mint1-CaV2.2; higher % means a stronger effect; inhibition, % at 20 µM, or IC50 in µM where a hit was titrated; 290,000 tested, 0.19% active; in the data active = inhibition mostly above about 51%, no sharp cut-off; inconclusive = no clear call, values can overlap the other calls; inactive = mostly below about 53%; note: some results filed as inactive read as strong as hits
XIAP displacement – XIAP antagonists, biochemical, IAP family, fluorescence polarization (AID 1018). XIAP BIR domain, fluorescence polarization peptide displacement; higher % means a stronger effect. displacement, % at 20 µM, or IC50 in µM where a hit was titrated. 200,000 tested, 0.007% active; in the data active = displacement above about 50%; note: a part of the inactive calls stands beside numbers as strong as those of hits
RSV antiviral HEp-2 – RSV antiviral activity via CPE protection, HEp-2 cells, primary 10 µM value included (AID 2391) | one-dose CPE inhibition, % at 10 µM; IC50 in µM for titrated hits | HEp-2 cells, RSV-induced CPE inhibition; higher % means a stronger effect | 310,000 tested, 0.13% active; in the data active = a potency from the dose series; inconclusive = CPE inhibition mostly from about 23% at the one dose, without a potency; inactive = the rest, 99 in 100 with CPE inhibition below about 21%; note: strong numbers were not always called active
Rac1 GTP hydrolysis – MgcRacGAP GTPase-activating activity inhibitors, confirmation, biochemical, ADP Hunter fluorescence | MgcRacGAP-stimulated Rac1 GTP hydrolysis, ADP Hunter fluorescence; higher % means a stronger effect; GST-tagged Rac1 F28L mutant substrate | inhibition, % at 30 µM; hits with a dose series show IC50 in µM | 340,000 tested, 0.6% active | AID 624330;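 active = first-screen hits whose inhibition reached a set limit at any dose in the follow-up dose series; inconclusive = inhibition above the set first-screen limit but never retested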;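 note: fluorescence reports GDP produced by GAP-driven GTP hydrolysis; strong numbers were not always called active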
LYP inhibition – PTPN22 lymphoid phosphatase activity blockers – biochemical, fluorescence intensity, uHTS (AID 1779) | recombinant LYP phosphatase, fluorescence intensity; higher % means a stronger effect | inhibition, % at 11.5 µM, or IC50 in µM where a hit was titrated | 290,000 tested, 0.054% active; in the data active = inhibition above about 50%;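 note: plate controls were vehicle with enzyme for no effect and no enzyme for full effect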
NS5 inhibitors – Dengue-2 NS5 methyltransferase inhibitors, primary screen, biochemical, confirmation dose response (AID 588689). inhibition, % at 25 µM; hits with a dose series show IC50 in µM. 340,000 tested, 0.3% active. Dengue-2 NS5 methyltransferase capping enzyme assay, biochemical; higher % means a stronger effect; in the data active = a potency from the dose series; inconclusive = inhibition above about 29% without an active follow-up result
SV40 large T antigen – SV40 large T antigen inhibitors, biochemical (AID 1903); SV40 large T antigen ATPase/helicase inhibition assay; higher % means a stronger effect; one-dose inhibition, % at 20 µM; IC50 in µM for titrated hits; 310,000 tested, 0.39% active; in the data active = a potency from the dose series; inconclusive = inhibition mostly from about 32% at the one dose, without a potency; inactive = the rest, 99 in 100 with inhibition below about 32%; note: strong numbers were not always called active
NS5 inhibitors pilot replicate – second read-out of NS5 inhibitors, no call of its own (marks repeat the call); inhibition, %; measured here: pilot screen replicate inhibition
* = called active by the depositor; ? = inconclusive; . = not tested or not shown. This is a random part of the collection; any-hit rate near 1.7%.

Preview, two compounds:
SMILES	HIV fusion peptide	Siah-1 displacement	AID2073	XIAP displacement	RSV antiviral HEp-2	Rac1 GTP hydrolysis	LYP inhibition	NS5 inhibitors	SV40 large T antigen	others
Cc1cccc(NC(=S)N(Cc2ccc(Br)cc2)Cc2ccc(C(=O)O)cc2)c1	18%	3%	0%	-3.8%	13%	5%	0%	3%	8%
CCS(=O)(=O)c1ccc(-c2cccc(NC(=O)c3ccco3)c2)nn1	.	.	.	.	-0.1%	-2%	.	5%	11%

The whole of this part, previewed entries included:
SMILES	HIV fusion peptide	Siah-1 displacement	AID2073	XIAP displacement	RSV antiviral HEp-2	Rac1 GTP hydrolysis	LYP inhibition	NS5 inhibitors	SV40 large T antigen	others
Cc1cccc(NC(=S)N(Cc2ccc(Br)cc2)Cc2ccc(C(=O)O)cc2)c1	18%	3%	0%	-3.8%	13%	5%	0%	3%	8%
CCS(=O)(=O)c1ccc(-c2cccc(NC(=O)c3ccco3)c2)nn1	.	.	.	.	-0.1%	-2%	.	5%	11%
COc1cccc(Cn2cnc3c(NS(=O)(=O)c4cc(Cl)ccc4Cl)c(C)c(C)cc32)c1	0.3%	3%	4%	-15%	19%	4%	7%	-2%	0%
Cc1nc(NC(=O)C(Cl)Cl)sc1C(=O)N(C)C	9.3%	1%	-5%	-3.6%	2.7%	-6%	-2%	0%	-2%
N#CC1=C(N)Oc2n[nH]c(-c3ccccc3)c2C1c1cccc(OC(=O)N2CCOCC2)c1 (stereo not drawn)	3.5%	-3%	-9%	-5.1%	-0.1%	13%	-6%	4%	17%	NS5 inhibitors pilot replicate=-2.6
COc1ccc(-c2nn(-c3ccccc3)cc2/C=C2/SC(=S)N(CCC(=O)O)C2=O)cc1	-0.4%	-1%	1%	.	?	6%	-5%	12%	7%
COc1ccccc1NC(=O)COc1ccc(/C=N/NC(=O)CSCc2cc(C)cc(C)c2)cc1	0.1%	10%	-4%	-3.2%	2.9%	8%	-1%	1%	2%
COc1ccc(S(=O)(=O)N2CCC(C(=O)NCC3CCCO3)CC2)cc1Cl (stereo not drawn)	0.4%	1%	20%	.	0.6%	2%	-5%	0%	3%
Cc1ccc(C(C(=O)NC2CCCCC2)N(C(=O)c2csnn2)c2ccccc2F)o1 (stereo not drawn)	0.5%	0%	-6%	.	-0.2%	4%	-8%	-1%	4%
CC(C)CC1NC(=S)N(Cc2ccccc2)C1=O (stereo not drawn)	-1.2%	-1%	-10%	-3.1%	-0.1%	0%	-6%	.	1%
CCCCCOC(=O)C1=C(C)NC(=O)NC1c1ccccc1 (stereo not drawn)	1.4%	5%	8%	.	9.1%	-3%	-6%	1%	14%
O=C(O)c1ccccc1C(=O)c1ccc(Oc2ccccc2)cc1	0.5%	-10%	-8%	-7.6%	2.4%	3%	-5%	2%	10%
CCOC(=O)N1CCC(NC(=O)C2CCN(C(=O)N3CCOc4ccccc43)CC2)CC1	-2.6%	-5%	2%	-8.3%	0.2%	3%	-12%	-5%	8%
Cc1cc(C)cc(NC(=O)c2ccc(Cn3nc(C)c(Cl)c3C)o2)c1	1.9%	-3%	5%	-8.9%	39%	4%	2%	-9%	2%
CCOC(=O)c1cc(OC(=O)c2cccc([N+](=O)[O-])c2)n(-c2ccccc2)n1	2.8%	-3%	-7%	-2.8%	0.8%	-1%	-4%	-2%	8%
COc1ccc(NC(=O)c2[nH]c(C)c(C(C)=O)c2C)cc1Cl	-1.2%	-8%	2%	-12%	5.0%	6%	-1%	-8%	14%
Cc1c(CNC(=O)c2cnn3c2NC(c2ccccc2)CC3C(F)(F)F)cnn1C (stereo not drawn)	0.1%	1%	5%	-4.2%	-0.2%	7%	-1%	-5%	10%
COc1ccc2cc(Br)ccc2c1CC(=O)NCC1CCCO1 (stereo not drawn)	1.5%	0%	21%	-6.0%	11%	-4%	-8%	-3%	2%
Cc1ccc(N2CCN(CC(O)COc3cccc(C)c3)CC2)cc1 (stereo not drawn)	1.3%	-2%	10%	.	-0.5%	8%	-3%	-5%	6%
CCOc1cccc(C2CC(=O)Nc3cc(OC)c(OC)cc32)c1 (stereo not drawn)	-1.8%	-5%	4%	.	2.1%	5%	-10%	-5%	5%
CCOc1ccc(-c2ccc(SC)nn2)cc1	-2.8%	-3%	-3%	-4.9%	3.4%	7%	-2%	1%	11%
CC(Oc1ccc(Br)cc1)C(=O)N1CCN(c2ccccn2)CC1 (stereo not drawn)	1.9%	0%	-7%	.	1.4%	11%	-8%	-6%	27%
CCCCn1c(SCc2nc3ccccc3s2)nc2ccccc2c1=O	-1.0%	11%	-1%	-0.1%	3.4%	9%	-4%	-6%	9%
O=C(O)/C=C\C(=O)Nc1ccccc1C(=O)NCc1ccccc1	-0.8%	-1%	7%	-0.7%	0.3%	10%	-6%	3%	2%
CCc1nonc1NC(=O)c1oc2ccccc2c1C	-0.3%	-1%	0%	.	1.1%	9%	-9%	-15%	12%
Next entries follow.
SMILES	HIV fusion peptide	Siah-1 displacement	AID2073	XIAP displacement	RSV antiviral HEp-2	Rac1 GTP hydrolysis	LYP inhibition	NS5 inhibitors	SV40 large T antigen	others
Cc1cc(NC(=O)CSCC(=O)Nc2ccccc2N2CCCCC2)no1	.	.	.	.	-1.7%	6%	.	-1%	-4%
O=C(C1=C[C@H](c2csc3ccccc23)C[C@H](OCCCCO)O1)N1CCN(Cc2ccccc2)CC1	-0.2%	-4%	4%	-5.1%	5.0%	13%	-1%	-3%	12%
CCn1c(N)[n+](CC(=O)Nc2ccc(SC(F)F)cc2)c2ccccc21	-0.7%	0%	-9%	.	4.9%	14%	-11%	-7%	17%
O=C(COC(=O)c1cccnc1Cl)Nc1ccc2c(c1)OCO2	-2.3%	-7%	-6%	-6.1%	1.7%	8%	-6%	-5%	-1%
Cc1ccc(-n2c(=O)c3ccc(C(=O)NCc4ccco4)cc3n(Cc3ccccc3C#N)c2=O)cc1	-1.1%	-1%	21%	-1.2%	2.5%	6%	-1%	1%	-32%
Nc1ccc(Cl)cc1/C(=N/O)c1ccccc1	-0.6%	2%	-1%	-0.3%	1.5%	5%	4%	0%	10%
Cc1cc(C)nc(N2N=C(CSc3ccc(Cl)cc3)CC2=O)n1	1.7%	10%	4%	-3.7%	1.1%	4%	-4%	-6%	11%
COc1ccccc1-c1nnc(SCC(=O)Nc2cc(C)on2)o1	0.7%	5%	2%	-1.9%	1.6%	6%	2%	-3%	11%
Cc1ccc(C(=O)CSc2nnc(Cn3nnc4ccccc43)n2C)cc1	-0.3%	1%	-14%	1.6%	0.1%	1%	-4%	-7%	4%
O=C(NCCOc1cccc2cccnc12)c1cccs1	-2.3%	1%	9%	-7.2%	5.1%	10%	-8%	-4%	9%
O=C(CCN1C(=O)c2ccccc2C1=O)NCc1ccco1	4.3%	1%	-10%	-2.7%	-0.5%	8%	-4%	-2%	12%
CCOc1ccc(-c2noc(CCC(=O)NC3CCCC3)n2)cc1OC	2.8%	-2%	49%	.	1.3%	3%	-8%	-2%	8%
Cc1ccc(S(=O)(=O)N[C@@H](Cc2ccccc2)C(=O)N2CCC(C(=O)N[C@@H](CC(C)C)C(=O)O)CC2)cc1	0.2%	6%	16%	.	2.2%	11%	-8%	-5%	5%
COc1ccccc1CNC(=O)C(=O)NCC1OCCN1C(=O)c1cccs1 (stereo not drawn)	-1.3%	9%	6%	-10%	0.7%	5%	-7%	-1%	16%
CC1CCN(c2ccc(NC(=O)c3ccc([N+](=O)[O-])o3)cc2)CC1	.	.	.	.	-3.6%	4%	.	-3%	15%
O=C(NC(Cc1ccc(F)cc1)C(=O)O)c1ccccc1 (stereo not drawn)	-0.8%	5%	-5%	1.9%	1.4%	7%	-5%	2%	2%
CC(C)(C)C(=O)C1=C(O)C(=O)N(Cc2ccccc2)C1c1ccccc1Cl (stereo not drawn)	3.9%	2%	20%	.	3.0%	17%	-6%	.	9%
CCOC(=O)c1ccc(NC(=O)c2cccc(C)c2[N+](=O)[O-])cc1	-1.8%	0%	-16%	-10%	7.0%	4%	-5%	-6%	17%
COc1ccc(/C(C)=N/Nc2nc3ccccc3nc2C)cc1OC	-1.3%	11%	-1%	.	2.9%	4%	2%	-5%	5%
COc1ccc(CC(=O)Oc2ccc(C)cc2Br)cc1OC	0.5%	5%	8%	.	0.5%	12%	-6%	-6%	-5%
COc1ccc(CCn2c(C)cc(C(=O)CSc3nnc(N)s3)c2C)cc1	3.0%	16%	7%	-18%	5.3%	6%	1%	-6%	26%
CC(=O)c1c(C)c[nH]c1C	0.7%	-2%	-3%	-4.0%	3.0%	5%	3%	-1%	5%
CN1CCN(C(=O)c2ccc(CS(=O)Cc3ccc(Cl)cc3)o2)CC1 (stereo not drawn)	0.7%	15%	4%	.	-0.2%	10%	-5%	-8%	14%

An excerpt from above in order of formula weight, low to high.
SMILES	HIV fusion peptide	Siah-1 displacement	AID2073	XIAP displacement	RSV antiviral HEp-2	Rac1 GTP hydrolysis	LYP inhibition	NS5 inhibitors	SV40 large T antigen	others
Nc1ccc(Cl)cc1/C(=N/O)c1ccccc1	-0.6%	2%	-1%	-0.3%	1.5%	5%	4%	0%	10%
CC(C)CC1NC(=S)N(Cc2ccccc2)C1=O (stereo not drawn)	-1.2%	-1%	-10%	-3.1%	-0.1%	0%	-6%	.	1%
CCc1nonc1NC(=O)c1oc2ccccc2c1C	-0.3%	-1%	0%	.	1.1%	9%	-9%	-15%	12%
CCCCCOC(=O)C1=C(C)NC(=O)NC1c1ccccc1 (stereo not drawn)	1.4%	5%	8%	.	9.1%	-3%	-6%	1%	14%
O=C(O)c1ccccc1C(=O)c1ccc(Oc2ccccc2)cc1	0.5%	-10%	-8%	-7.6%	2.4%	3%	-5%	2%	10%
O=C(O)/C=C\C(=O)Nc1ccccc1C(=O)NCc1ccccc1	-0.8%	-1%	7%	-0.7%	0.3%	10%	-6%	3%	2%
CCOc1cccc(C2CC(=O)Nc3cc(OC)c(OC)cc32)c1 (stereo not drawn)	-1.8%	-5%	4%	.	2.1%	5%	-10%	-5%	5%
CCOC(=O)c1ccc(NC(=O)c2cccc(C)c2[N+](=O)[O-])cc1	-1.8%	0%	-16%	-10%	7.0%	4%	-5%	-6%	17%
O=C(COC(=O)c1cccnc1Cl)Nc1ccc2c(c1)OCO2	-2.3%	-7%	-6%	-6.1%	1.7%	8%	-6%	-5%	-1%
Cc1cc(C)nc(N2N=C(CSc3ccc(Cl)cc3)CC2=O)n1	1.7%	10%	4%	-3.7%	1.1%	4%	-4%	-6%	11%
COc1ccc2cc(Br)ccc2c1CC(=O)NCC1CCCO1 (stereo not drawn)	1.5%	0%	21%	-6.0%	11%	-4%	-8%	-3%	2%
CCOC(=O)c1cc(OC(=O)c2cccc([N+](=O)[O-])c2)n(-c2ccccc2)n1	2.8%	-3%	-7%	-2.8%	0.8%	-1%	-4%	-2%	8%
CCCCn1c(SCc2nc3ccccc3s2)nc2ccccc2c1=O	-1.0%	11%	-1%	-0.1%	3.4%	9%	-4%	-6%	9%
COc1cccc(Cn2cnc3c(NS(=O)(=O)c4cc(Cl)ccc4Cl)c(C)c(C)cc32)c1	0.3%	3%	4%	-15%	19%	4%	7%	-2%	0%
